3CLpro inhibitor: SARS-CoV 3CLpro protease inhibition. 0.14% of 290,000 active. recombinant SARS-CoV 3CLpro, quenched FRET peptide cleavage. inhibition, % at 6 µM; in the data active = inhibition above about 12%
DUSP3 inh: inhibitors of human VHR1 phosphatase (DUSP3); inhibition, % at 13.3 µM; 0.52% of 290,000 active; recombinant VHR phosphatase, pNPP absorbance; P51452; in the data active = inhibition above about 50%; also: some compounds called inactive have numbers as strong as hits
Target sequence (P51452 whole entry, looked up): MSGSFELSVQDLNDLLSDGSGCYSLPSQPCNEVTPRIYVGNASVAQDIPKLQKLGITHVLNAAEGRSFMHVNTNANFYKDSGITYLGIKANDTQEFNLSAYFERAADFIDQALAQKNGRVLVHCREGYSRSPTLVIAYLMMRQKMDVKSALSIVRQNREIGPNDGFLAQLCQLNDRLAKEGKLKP
Anthrax LF prot: anthrax lethal factor protease inhibition; P15917; 0.12% of 360,000 active; inhibition, % at 10 µM; multiplex microsphere protease cleavage assay, LF; AID 588501; also: plate controls were buffer without enzyme for full effect and enzyme alone for no effect
PriA SSB inh: K. pneumoniae PriA-SSBct interaction inhibition. AlphaScreen SSBct-PriA binding, biotinylated peptide. inhibition, % at 33 µM. 0.6% of 430,000 active. AID 1272365; in the data active = inhibition mostly above about 37%, no sharp cut-off; inactive = mostly below about 20%;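 also: plate controls were negative control peptide for no effect and reference peptide for full effect; strong numbers were not always called active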
Rv3671c protease: Rv3671c (M. tuberculosis) protease inhibition; inhibition, % at 5.96 µM; 0.048% of 320,000 active; in the data active = inhibition above about 38%;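 also: extracellular domain of Rv3671c used as enzyme; 0% = enzyme with DMSO and 100% = no enzyme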
Target sequence (P9WHR9 whole entry, looked up, the tested form may be a part): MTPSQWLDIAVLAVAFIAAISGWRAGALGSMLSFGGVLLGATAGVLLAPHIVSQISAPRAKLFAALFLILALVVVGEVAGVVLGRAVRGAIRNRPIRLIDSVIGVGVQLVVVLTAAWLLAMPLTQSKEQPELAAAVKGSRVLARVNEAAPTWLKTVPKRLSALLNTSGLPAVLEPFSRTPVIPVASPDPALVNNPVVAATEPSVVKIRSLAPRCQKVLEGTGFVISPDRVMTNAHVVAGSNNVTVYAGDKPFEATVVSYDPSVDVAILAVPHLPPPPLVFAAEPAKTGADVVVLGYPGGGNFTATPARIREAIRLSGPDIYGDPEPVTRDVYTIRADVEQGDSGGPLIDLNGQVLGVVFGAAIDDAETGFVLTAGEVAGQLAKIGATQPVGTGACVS
PrPC surface inh: reduces human prion protein on the cell surface; P04156; cell surface PrPC, TR-FRET read-out; inhibition, % at 13.8 µM; 0.43% of 370,000 active; in the data active = inhibition above about 24%; also: 0% = median of the test wells and 100% = reference compound wells
MazF activator: increases E. coli MazEF RNase cleavage of RNA; P0AE70; FAM/BHQ RNA-DNA oligo cleavage fluorescence, 5 h; activation, % at 20 µM; 0.32% of 350,000 active; in the data active = activation above about 50%
Target sequence (P0AE70 whole entry, looked up): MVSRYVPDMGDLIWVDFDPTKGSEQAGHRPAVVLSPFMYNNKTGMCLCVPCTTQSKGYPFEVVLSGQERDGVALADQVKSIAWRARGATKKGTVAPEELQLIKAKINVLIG
BoNT-F LC inh: BoNT F light chain protease inhibition | 0.22% of 360,000 active | Multiplex microsphere protease cleavage assay, flow cytometry | inhibition, % at 10 µM; in the data active = inhibition above about 35%, passing the limit was not always enough; inconclusive = no clear call, values can overlap the other calls; also: plate controls were buffer without enzyme for full effect and enzyme alone for no effect
CCHFV vOTU inh: CCHFV vOTU protease inhibition | 0.55% of 370,000 active | Pep-AMC fluorescence | inhibition, % at 11.5 µM; in the data active = inhibition above about 30%; also: 0% = vehicle wells with enzyme and 100% = no enzyme wells
BoNT-A LC inh2: blocks Botulinum neurotoxin A light chain protease; 0.17% of 360,000 active; inhibition, % at 10 µM; multiplex microsphere protease substrate cleavage, flow cytometry; also: plate controls were buffer without enzyme for full effect and enzyme alone for no effect
Starred values were filed as active, the others as inactive; u = inconclusive; x = not tested or not shown. Rule as the data show it, unless noted: active = inhibition above about 30%; inconclusive = no clear call, values can overlap the other calls; inactive = below that. This is a subset. The share of hits here may be higher or lower than overall.

SMILES	3CLpro inhibitor	DUSP3 inh	Anthrax LF prot	PriA SSB inh	Rv3671c protease	PrPC surface inh	MazF activator	BoNT-F LC inh	CCHFV vOTU inh	BoNT-A LC inh2
CC12C=CC(=O)C=C1C(F)CC1C3CCC(O)(C(=O)CO)C3(C)CC(O)C12F (centres undefined)	x	x	-2	-5	x	5	9	-3	-24	0.2
COc1ccc(C(=O)ON=C2CCN(C)CC2)cc1	8	15	1	-24	4	-3	9	0	-1	0.6
C=CCc1cc(C(=O)N2CCCCC2)ccc1O	2	-2	-16	-5	3	-2	4	-19	0	u
CCOCCCNCc1ccc(OCc2ccc(F)cc2)c(OC)c1	5	23	4	-1	2	-9	1	-2	4	0.6
CCCCn1c(-c2ccoc2C)n[nH]c1=S	-4	13	-2	-1	1	5	-2	-2	5	-1.2
O=C(Nc1cccc(C(F)(F)F)c1)c1ccc(-n2cncn2)nc1	2	15	2	-21	-1	1	-1	7	-10	0.1
O=C(CCNC(=O)c1ccccc1Cl)NCc1ccco1	x	x	-3	-4	3	2	3	-17	-6	-3.5
CCN(c1ccc(OC)cc1)S(=O)(=O)N1CCCC(C(=O)NC(C)c2ccccc2)C1 (centres undefined)	x	x	1	x	x	3	x	0	2	0.0
CC1CN(Cc2ccccn2)CCC1=O (centres undefined)	-6	-11	0	-4	7	-1	-6	-1	-23	-0.2
Cc1ccccc1OCCNc1cc(N2CC(C)NC(C)C2)ccc1[N+](=O)[O-] (centres undefined)	-4	35	-15	21	4	-19	21	-22	6	-0.7
CCc1cccc(NC(=S)N(CCOC)C2CCN(C(C)=O)CC2)c1	-2	18	-12	2	3	6	9	-2	-1	-3.2
CC(=O)Nc1cccc(-c2ccnc3c2CC(C(=O)NCc2ccc(N(C)C)cc2)O3)c1 (centres undefined)	x	x	-4	x	x	9	x	3	4	0.1
O=C(N[C@@H](Cc1ccccc1)C(=O)Nc1ccc(F)cc1)C1CCNCC1	10	-14	2	-14	6	2	15	0	-3	1.7
COc1cc2c(cc1OC)CN(C(=O)CCNC(=O)c1ccc(Br)cc1)CC2	x	x	-8	-14	x	-4	6	0	0	-0.1
CN(CC(=O)Nc1ccc(Cl)c(C(F)(F)F)c1)C(=O)C1CC(=O)N(c2ccc3c(c2)OCCO3)C1 (centres undefined)	x	x	-3	x	x	-2	-2	2	-6	-0.2
Cc1ccccc1NC(=O)Cc1nc(COC(=O)Cc2ccccc2F)cs1	x	x	-2	6	-8	7	2	-3	14	-0.6
O=C(CCNC(=O)c1ccccc1Cl)Nc1ccc(S(=O)(=O)N2CCOCC2)cc1	x	x	-2	x	x	2	-7	4	-9	-0.2
c1ccc(CCNc2nc3ccccc3s2)cc1	-1	17	u	-32	-3	1	-7	-4	-3	0.6
CCOc1ccc(C(=O)OCn2nnc3ccccc3c2=O)cc1OC	1	6	0	-2	-10	-1	5	-4	-11	0.2
CC(C)C(c1nnnn1C1CCCC1)N1CCOCC1 (centres undefined)	-2	4	0	-13	-4	9	6	2	19	0.8
COc1cccc(C(c2nnnn2C2CCCC2)N2CCC3(CC2)C(=O)NCN3c2ccccc2)c1OC (centres undefined)	x	x	3	x	x	4	x	-7	3	-0.4
C[n+]1ccc(-c2ccccc2)c2ccccc21	x	x	-10	5	8	-57	8	-4	-12	0.2
Cc1c(C(=O)N2CCCC2)oc2c1-c1nn(CC(=O)NCCCN3CCCCC3)cc1CC2	5	47	-2	12	5	-4	4	1	-12	-2.9
C[C@H](NC(=O)[C@@H]1Cc2ccccc2CN1)C(=O)Nc1ccc2c(c1)OCCO2	3	4	1	-7	-5	11	-3	-4	-5	-0.8
COc1cc(OC)c2c(N)c(C#N)c(C(F)(F)C(F)(F)F)nc2c1	1	17	-2	-16	-7	6	2	-2	3	0.7
COc1ccc2oc(=N)c(-c3nnc4n3CCCCC4)cc2c1	-1	10	-6	-13	1	-11	7	-1	-54	0.8
N#Cc1c(N)nc2c(c1-c1ccncc1)CCCCCC2	-1	x	-3	-1	-7	5	-19	-2	-5	-1.4
CC(C)[C@H](NC(=O)c1ccccc1F)C(=O)Nc1nc2c(s1)CCCC2	4	-1	-1	13	-18	10	5	-7	-4	-0.3
CCc1ccc(C(O)c2ncc(-c3ccc(C(F)(F)F)cc3)[nH]2)cc1 (centres undefined)	x	x	-7	x	x	-1	x	-3	21	-0.3
CCOCCCNC(=O)c1[nH]c(C)c(C(C)=O)c1C	0	-3	2	-9	4	-4	-1	-1	-3	0.5

The final 6 records of the section before are carried over, then new ones follow:
SMILES	3CLpro inhibitor	DUSP3 inh	Anthrax LF prot	PriA SSB inh	Rv3671c protease	PrPC surface inh	MazF activator	BoNT-F LC inh	CCHFV vOTU inh	BoNT-A LC inh2
COc1cc(OC)c2c(N)c(C#N)c(C(F)(F)C(F)(F)F)nc2c1	1	17	-2	-16	-7	6	2	-2	3	0.7
COc1ccc2oc(=N)c(-c3nnc4n3CCCCC4)cc2c1	-1	10	-6	-13	1	-11	7	-1	-54	0.8
N#Cc1c(N)nc2c(c1-c1ccncc1)CCCCCC2	-1	x	-3	-1	-7	5	-19	-2	-5	-1.4
CC(C)[C@H](NC(=O)c1ccccc1F)C(=O)Nc1nc2c(s1)CCCC2	4	-1	-1	13	-18	10	5	-7	-4	-0.3
CCc1ccc(C(O)c2ncc(-c3ccc(C(F)(F)F)cc3)[nH]2)cc1 (centres undefined)	x	x	-7	x	x	-1	x	-3	21	-0.3
CCOCCCNC(=O)c1[nH]c(C)c(C(C)=O)c1C	0	-3	2	-9	4	-4	-1	-1	-3	0.5
CCCCC1(CN2CCCC2=O)C(=O)NC(=O)NC1=O	-1	22	0	10	0	-7	2	5	-6	-0.1
CN(C)CCN(Cc1ccco1)S(=O)(=O)c1ccc(-c2ccc(=O)[nH]n2)s1	-2	9	2	4	-12	-25	3	0	6	1.1
Cc1cc(C)n(-c2c(C)[nH]c3ccccc23)n1	1	30	-10	-2	8	8	-14	-18	-4	0.7
CN(C(=O)c1ccc(NC(=O)Cc2ccc(NC(=O)C3CCCN(C(=O)C4CCC4)C3)cc2)cc1)C1CCCC1 (centres undefined)	x	x	-3	-3	x	9	-1	0	9	-0.5
Cc1nc2c(cc1C(=O)N/N=C/c1ccc([N+](=O)[O-])cc1)c(=O)n(C)c(=O)n2C	2	37	-3	x	-3	-4	0	-4	-2	0.1
O=C(CSc1nnc(-c2cccnc2)s1)Nc1ccc(C(=O)O)cc1	2	-2	1	-5	9	-7	-4	-6	4	-0.1
O=C(NCC(=O)N1CCOCC1)OCc1ccccc1	0	6	1	-32	2	2	-5	-6	2	-1.4
CSCCC(NC(=O)c1ccco1)C(=O)NCC(c1ccccc1)N(C)C (centres undefined)	x	x	-4	-7	-1	-7	7	6	-4	0.0
CC(NC(=O)/C=C/c1ccco1)c1nc2ccccc2n1Cc1cccc(Cl)c1 (centres undefined)	2	-11	2	0	-9	3	-4	-2	9	0.2
CCOc1ccc(NC(=O)C(=O)N/N=C\c2ccc(CNS(=O)(=O)c3ccccc3)o2)cc1	4	-7	0	x	-20	-1	3	-2	-5	0.1
Cc1ccc(-c2nc(N)s[n+]2-c2ccccc2)cc1	-2	9	-1	9	-3	-2	0	4	-8	1.2
CC1(C(=O)Nc2ccc3c(c2)OCCO3)CCN1Cc1ccc(-c2ccccn2)cc1 (centres undefined)	x	x	-1	x	x	2	x	1	-1	-0.1
COc1ccc(-c2c(C)n([O-])c3c([n+]2=O)CCC3)cc1OC	-2	-8	-1	0	-3	-8	0	8	0	-0.4
COc1ccc(S(=O)(=O)N2CCC(C(=O)NC3CC3)CC2)cc1C	-4	17	-1	7	2	-9	9	2	-6	-0.1
CCOc1ccc(CCNC(=O)c2nnc(CS(=O)(=O)c3ccccc3)o2)cc1OCC	-3	19	-1	5	-8	4	6	4	5	-2.1
CCOCc1c(C(=O)OCC(=O)NCc2ccc(F)cc2)oc2ccccc12	x	x	0	-2	6	5	1	-3	0	1.0
O=C(NCc1cccnc1)c1cc(C2CCCN(C(=O)CCCc3ccccc3)C2)on1 (centres undefined)	x	x	1	x	x	8	x	0	1	-0.2
COc1ccc(Nc2cc(=O)n(-c3ccccc3)c3c2c(=O)n(C)c(=O)n3C)cc1	-3	20	-4	-12	7	8	4	-1	-9	0.6
CSc1ccccc1Sc1cc(C(=O)O)c2ccccc2n1	3	7	-2	3	-10	8	-3	-2	-3	0.1
CCOC(=O)C1=CN(Cc2cccc(F)c2)S(=O)(=O)N(C)C1c1ccc2ccccc2c1 (centres undefined)	x	x	-1	5	x	12	50*	-5	7	-0.2
O=C(Nc1ccc(Br)c(Cl)c1)c1ccco1	1	13	0	-9	-9	9	-1	2	7	0.3
O=C(Cc1c(Cl)cccc1Cl)OCC(=O)N1CCN(C(=O)c2ccco2)CC1	4	-2	0	5	1	1	0	-2	4	-0.4
CCOc1ccc(-c2nnc(NC(=O)Cc3ccc(OC)cc3)o2)cc1	7	24	2	4	8	-8	1	3	18	0.9
O=C(Cn1c2ccccc2c(=O)c2ccccc21)N/N=C/c1cc([N+](=O)[O-])ccc1N1CCCCCC1	5	90	-4	x	2	-7	-46	18	-14	1.3
O=C(N/N=C/c1cccc([N+](=O)[O-])c1)c1cnccn1	3	-4	1	x	-15	-22	4	1	-4	0.1
COc1ccc2c(c1)C(=NN)c1cc(OC)ccc1-2	-5	11	-6	47*	1	-13	0	-19	-13	-1.9
CCCCCn1c(=O)[nH]c2cc(C(=O)Nc3ccc(OC)cc3)ccc2c1=O	-1	-3	1	-2	-11	x	-14	6	x	1.2
O=c1c2ccccc2n(Cc2ccc(Cl)cc2)c(=O)n1Cc1ccco1	-2	0	-2	-15	2	1	7	-6	4	-0.5
Cc1cc(Cl)ccc1OCC(=O)NCCCCc1ccccc1	7	13	1	-15	-2	3	-2	-3	2	0.3
COc1ccc(C)cc1-n1c(SCC(=O)Nc2cccc(C(=O)O)c2)nc2ccccc2c1=O	6	18	10	-7	17	13	3	-9	-15	0.2

Shown as a markdown table: part of the list above
| structure | 3CLpro inhibitor | DUSP3 inh | Anthrax LF prot | PriA SSB inh | Rv3671c protease | PrPC surface inh | MazF activator | BoNT-F LC inh | CCHFV vOTU inh | BoNT-A LC inh2 |
| --- | --- | --- | --- | --- | --- | --- | --- | --- | --- | --- |
| CCOc1ccc(-c2nnc(NC(=O)Cc3ccc(OC)cc3)o2)cc1 | 7 | 24 | 2 | 4 | 8 | -8 | 1 | 3 | 18 | 0.9 |
| CCCCCn1c(=O)[nH]c2cc(C(=O)Nc3ccc(OC)cc3)ccc2c1=O | -1 | -3 | 1 | -2 | -11 | x | -14 | 6 | x | 1.2 |

(more compounds)
SMILES	3CLpro inhibitor	DUSP3 inh	Anthrax LF prot	PriA SSB inh	Rv3671c protease	PrPC surface inh	MazF activator	BoNT-F LC inh	CCHFV vOTU inh	BoNT-A LC inh2
CCOC(=O)c1c(C)[nH]c(C)c1S(=O)(=O)NC(CC)CN1CCOCC1 (centres undefined)	-4	13	-1	-4	-6	0	9	14	1	2.8
O=C(Nc1ccc(F)cc1F)N1CCCCC1c1cccnc1 (centres undefined)	2	8	0	7	3	-3	-1	-1	2	u
Cc1cc(C)nc(NS(=O)(=O)c2ccc(NC(=S)NC(=O)c3ccco3)cc2)n1	-2	25	5	-10	0	7	8	-1	19	0.1
COc1ccc(Oc2c(C)oc3c(CN4CCOCC4)c(O)ccc3c2=O)cc1	-5	35	5	-6	-6	10	-4	-11	-8	-1.0
CSCCC(=O)N1CCCC(CO)(CCCc2ccccc2)C1 (centres undefined)	-4	6	11	-5	2	0	8	10	12	0.5
COc1cccc([C@@H]2Oc3ccc(OC)cc3C(=O)[C@H]2OC(=O)Nc2cc(OC)c(OC)c(OC)c2)c1	1	1	x	10	-5	x	7	x	x	x
N#Cc1ccc(CSCC(=O)NN=C2CCCC2)cc1	-3	21	-2	-8	7	0	-6	-12	12	-1.7
Cc1ccc(/C(O)=C2\C(=O)C(=O)N(CCN(C)C)C2c2ccccc2F)cc1 (centres undefined)	1	-24	-6	x	-2	-3	7	0	5	u
CN(C)C(CNS(=O)(=O)c1ccc(Cl)cc1F)c1ccco1 (centres undefined)	x	x	-6	-5	8	0	4	-15	-8	-1.6
COc1ccc(CC(=O)OCCc2cc3cc(OC)c(OC)cc3c(=O)o2)cc1	x	x	-8	-1	0	4	-9	-8	0	0.2
O=C(NCc1ccccc1Cl)C(=O)c1cn(CC(=O)N2CCOCC2)c2ccccc12	-2	14	2	-5	-6	1	-6	7	16	2.2

Compound activity: PubChem BioAssay, several laboratories
